# C diff growth – C. difficile growth inhibitors, primary screen, HTS; Clostridium difficile clinical isolate growth, OD600, 24 h; active compounds read low; growth activity, negative = inhibition, % at 16 µg/mL (by protocol); 86,000 compounds, 0.25% hits; AID 1259249, 2017;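 active = mean growth activity at or below -80% and every replicate also at or below -80%; inconclusive = mean at or below -80% but some replicate above -80%; inactive = mean growth activity above -80%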;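 note: 0% = DMSO wells and -100% = levofloxacin 16 µg/mL wells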
# KDM4C inh – inhibitors of GASC-1 (KDM4C) histone demethylase, primary screen, biochemical, single concentration HTS; Lysine-specific demethylase 4C (Homo sapiens), Q9H3R0; GST-KDM4C 2-372, H3K9me3 peptide, LANCE TR-FRET; inhibition, % at 12.5 µM; 96,000 compounds, 0.15% hits; AID 720574, 2013;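 active = mean replicate inhibition above about 25%, with at least 55% of replicates also reaching it, limit read from the data, passing the limit was not always enough; inconclusive = only one of those two conditions met; inactive = neither condition met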
# Target sequence (Q9H3R0 2-372 limits assumed): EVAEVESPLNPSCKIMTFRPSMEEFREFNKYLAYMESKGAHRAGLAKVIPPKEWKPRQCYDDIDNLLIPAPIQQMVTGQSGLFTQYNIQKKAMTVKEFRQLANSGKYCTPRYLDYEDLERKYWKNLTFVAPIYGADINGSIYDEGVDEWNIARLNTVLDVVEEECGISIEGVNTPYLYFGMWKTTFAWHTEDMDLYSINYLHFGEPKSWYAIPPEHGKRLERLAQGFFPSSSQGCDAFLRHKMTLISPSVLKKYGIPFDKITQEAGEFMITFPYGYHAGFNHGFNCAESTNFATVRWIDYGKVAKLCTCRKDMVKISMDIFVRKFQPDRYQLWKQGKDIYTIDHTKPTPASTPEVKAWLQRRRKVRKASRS
#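 Material: GST-tagged GASC-1 (JMJD2C) catalytic fragment, aa 2-372. Input: enzyme final amount 10 nM. Medium: HEPES buffer, pH 7.5, plus ascorbate. Reagent: H3K9me3 peptide substrate, Fe(II), 2-oxoglutarate. Doses: single dose. Times: reaction 30 min RT, detection step 1 h RT. Measured by: LANCE TR-FRET. Evaluation: Fall in 671/618 emission ratio as inhibition.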
# Pf Dd2 growth – P. falciparum Dd2 growth inhibitors, primary screen, SYBR Green fluorescence, single dose replicates | AID 1159554, 2015 | 94,000 compounds, 2.3% hits | activity change, % at 10 µM | 72 h; active compounds read low; in the data active = activity change below about -80%; inconclusive = no clear call, values can overlap the other calls
# Tcruzi prolif – T. cruzi intracellular proliferation inhibitors, primary screen, cell-based, beta-gal Tulahuen parasites, NIH3T3 host, luminescence; T. cruzi beta-gal in NIH3T3, GalScreen luminescence, 90 h; inhibition, % at 8.34 µM; 77,000 compounds, 5.9% hits; AID 624255, 2012;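 active = mean inhibition above about 93%, with at least 55% of replicates each passing it, limit read from the data, passing the limit was not always enough; inconclusive = only one of those two conditions holds; inactive = neither condition holds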
# Numbers without * were called inactive; ? = inconclusive; / = not tested or not shown; & = joins results of further samples. Random draw from the library. About 7% of those tested had a hit in this group.
SMILES,C diff growth,KDM4C inh,Pf Dd2 growth,Tcruzi prolif
C[C@H](CO)N1C[C@H](C)[C@H](CN(C)CC2CC2)Oc2c(NS(=O)(=O)c3cn(C)cn3)cccc2C1=O,0,2.2,31,14
COc1ccc(C#Cc2cnc3c(c2)C(=O)N([C@@H](C)CO)C[C@H](C)[C@H](CN(C)C(C)=O)O3)cc1,0,1.8,-1,88
CO[C@@H]1CN(C)C(=O)c2cc(NC(C)=O)ccc2OC[C@@H](C)N(C(=O)CN(C)C)C[C@@H]1C,-1,1.4,/,-19
Cc1ccc(-c2ccc3c(c2)O[C@H](CN(C)Cc2cncnc2)[C@H](C)CN([C@@H](C)CO)S3(=O)=O)cc1,/,1.8,-19,/
Cc1noc(C)c1S(=O)(=O)Nc1cccc2c1O[C@@H](CN(C)CC1CCCCC1)[C@@H](C)CN([C@@H](C)CO)C2=O,-1,5.7,-7,-60
C[C@H](CO)N1C[C@H](C)[C@@H](CN(C)C(=O)Nc2ccc3c(c2)OCO3)Oc2ccc(NS(=O)(=O)c3ccc(F)cc3)cc2C1=O,-1,0.7,2,-29
Cc1ccccc1S(=O)(=O)N(C)C[C@H]1OCc2cnnn2CCCC(=O)N([C@H](C)CO)C[C@@H]1C,0&5,-0.5,20&-5,2&90
CS(=O)(=O)Nc1ccc2c(c1)[C@@H]1C[C@@H](CC(=O)N3CCOCC3)O[C@H](CO)[C@@H]1O2,0,1.8,9,-1
C[C@H](CO)N1C[C@H](C)[C@@H](CN(C)S(=O)(=O)c2cccc(F)c2)Oc2ncc(C#CC3CCCCC3)cc2C1=O,7,/,-31,/
O=C(NC1CCCC1)[C@H]1[C@H](CO)[C@H]2Cn3c(ccc(-c4ccncc4)c3=O)[C@H]2N1CC1CC1,4,0.4,/,26
C[C@@H](NC(=O)C[C@@H]1C[C@@H]2c3cc(NS(=O)(=O)c4ccc(F)cc4)ccc3O[C@@H]2[C@H](CO)O1)c1ccccc1,-5,-2.4,-24,64
O=C(Nc1ccc(F)cc1)N1C[C@@H]2[C@H](c3ccccc31)[C@@H](CO)N2Cc1ccccc1Cl,13,-0.2,-11,-32
CNC[C@@H]1Oc2ccc(NC(=O)c3ccncc3)cc2C(=O)N([C@@H](C)CO)C[C@H]1C,0,-1.6,6,75
O=C(NC1CCCCC1)N1CC(=O)N2[C@H](CO)[C@@H](c3ccc(-c4cccnc4)cc3)[C@H]2C1,-2,0.9,20,/
Cc1noc(C)c1NC(=O)Nc1ccc2c(c1)C(=O)N([C@H](C)CO)C[C@H](C)[C@@H](CN(C)C(=O)Nc1ccccc1)OCCCC[C@@H](C)O2,6,-1.0,5,-40
Cc1cccc(S(=O)(=O)N[C@H]2CC[C@@H](CCn3cc(-c4ccccn4)nn3)O[C@@H]2CO)c1,-2,0.6,-6,-26
C[C@H](CO)N1C[C@H](C)[C@@H](CN(C)S(=O)(=O)c2ccccc2)OCCCC[C@H](C)Oc2ccc(NC(=O)CCCN(C)C)cc2C1=O,2,2.1,-14,-5
COc1cccc(NC(=O)N[C@@H]2C=C[C@H](CC(=O)N3CCCCC3)O[C@H]2CO)c1,0,0.5,14,27
C[C@@H]1CN([C@H](C)CO)C(=O)c2cc(NS(=O)(=O)c3cn(C)cn3)ccc2O[C@@H](C)CCCCO[C@@H]1CN(C)S(=O)(=O)c1cn(C)cn1,2,1.8,36,-39
CO[C@@H]1CN(C)C(=O)c2ccc(NC(C)=O)cc2OC[C@H](C)N(C(=O)C2CCC2)C[C@H]1C,-4,1.3,23,15

# Three entries from above, arranged by count of non-hydrogen atoms, smallest number first.
SMILES,C diff growth,KDM4C inh,Pf Dd2 growth,Tcruzi prolif
COc1cccc(NC(=O)N[C@@H]2C=C[C@H](CC(=O)N3CCCCC3)O[C@H]2CO)c1,0,0.5,14,27
Cc1ccccc1S(=O)(=O)N(C)C[C@H]1OCc2cnnn2CCCC(=O)N([C@H](C)CO)C[C@@H]1C,0&5,-0.5,20&-5,2&90
C[C@H](CO)N1C[C@H](C)[C@@H](CN(C)S(=O)(=O)c2ccccc2)OCCCC[C@H](C)Oc2ccc(NC(=O)CCCN(C)C)cc2C1=O,2,2.1,-14,-5

# Look-ups from above:
# Tcruzi prolif, `Cc1cccc(S(=O)(=O)N[C@H]2CC[C@@H](CCn3cc(-c4ccccn4)nn3)O[C@@H]2CO)c1` → -26
# C diff growth, `O=C(NC1CCCC1)[C@H]1[C@H](CO)[C@H]2Cn3c(ccc(-c4ccncc4)c3=O)[C@H]2N1CC1CC1` → 4
# C diff growth, `CO[C@@H]1CN(C)C(=O)c2cc(NC(C)=O)ccc2OC[C@@H](C)N(C(=O)CN(C)C)C[C@@H]1C` → -1
# Tcruzi prolif, `CS(=O)(=O)Nc1ccc2c(c1)[C@@H]1C[C@@H](CC(=O)N3CCOCC3)O[C@H](CO)[C@@H]1O2` → -1
# Pf Dd2 growth, `O=C(Nc1ccc(F)cc1)N1C[C@@H]2[C@H](c3ccccc31)[C@@H](CO)N2Cc1ccccc1Cl` → -11
# Tcruzi prolif, `CNC[C@@H]1Oc2ccc(NC(=O)c3ccncc3)cc2C(=O)N([C@@H](C)CO)C[C@H]1C` → 75
# Pf Dd2 growth, `Cc1ccccc1S(=O)(=O)N(C)C[C@H]1OCc2cnnn2CCCC(=O)N([C@H](C)CO)C[C@@H]1C` → 20&-5

# Additional structures.
SMILES,C diff growth,KDM4C inh,Pf Dd2 growth,Tcruzi prolif
CO[C@@H]1CN(C)C(=O)c2cc(NC(=O)CC(F)(F)F)ccc2OC[C@H](C)N(S(=O)(=O)c2cn(C)cn2)C[C@H]1C,-9,12,8,/
COc1cccc(NC(=O)N2CC(=O)N3[C@@H](CO)[C@H](c4ccc(C5=CCCC5)cc4)[C@@H]3C2)c1,-5,1.9,-1,/
CCCC#Cc1cnc2c(c1)C(=O)N([C@H](C)CO)C[C@@H](C)[C@H](CN(C)S(=O)(=O)c1cn(C)cn1)O2,-2,-0.3,-8,/
CO[C@H]1CN(C)C(=O)c2ccc(NC(=O)NC(C)C)cc2OC[C@H](C)N(Cc2ccc(-c3ccccn3)cc2)C[C@H]1C,/,4.0,-70,/
CCC(=O)N1[C@H](CO)[C@H](c2ccccc2)C12CN(Cc1nccs1)C2,-4,-0.1,-12,/
CNC[C@@H]1Oc2c(NS(=O)(=O)c3ccc(C)cc3)cccc2C(=O)N([C@@H](C)CO)C[C@@H]1C,-1,1.2,44,9
OC[C@H]1[C@@H](c2ccccc2)[C@@H](CNCC2CCC2)N1CC1CC1,23,-1.8,-16,26
COc1ccc2c3c(n(C)c2c1)[C@H](CO)N(C(=O)CN1CCOCC1)CC31CCN(C(C)=O)CC1,0,0.0,56,/
COc1ccc2c3c([nH]c2c1)[C@H](CO)N(C(=O)C1CCCCC1)CC31CCN(C)CC1,-8,-0.2,17,/
O=C(Nc1ccc(F)cc1)N1CC(=O)N2[C@H](CO)[C@H](c3ccc(-c4cccc(F)c4)cc3)[C@H]2C1,-5,-0.1,0,/
C[C@H](CO)N1C[C@H](C)[C@@H](CN(C)C(=O)c2ccccn2)Oc2ncc(-c3cccc(F)c3)cc2C1=O,0,3.4,17,-2
CC(C)NC(=O)Nc1ccc2c(c1)C(=O)N([C@@H](C)CO)C[C@H](C)[C@H](CN(C)Cc1ccc(C(F)(F)F)cc1)OCCCC[C@H](C)O2,7,-0.2,/,/
C[C@H](O)C#Cc1ccc2c(c1)O[C@@H](CN(C)Cc1ccncc1)[C@@H](C)CN([C@H](C)CO)S2(=O)=O,-1,-0.2,2,90
C[C@H](CO)N1C[C@H](C)[C@@H](CN(C)C(=O)Nc2ccc(F)cc2)Oc2ncc(C#C[C@@H](C)O)cc2C1=O,2,-1.3,53,8
CCCNC(=O)N1[C@@H](C#N)[C@@H](c2ccc(-c3ccc(C(=O)N(C)C)cc3)cc2)[C@@H]1CO,-2,0.1,24,34
C[C@@H]1CCCCO[C@H](CN(C)CC2CC2)[C@H](C)CN([C@@H](C)CO)C(=O)c2cc(NC(=O)Nc3ccc4c(c3)OCO4)ccc2O1,2,-0.1,-30,4
CC(C)OC(=O)N(C)C[C@@H]1OCc2ccccc2-c2ccccc2C(=O)N([C@@H](C)CO)C[C@@H]1C,-1,0.0,32,41
COc1ccc(S(=O)(=O)N(C)C[C@H]2Oc3ccc(NS(=O)(=O)c4ccc(C)cc4)cc3CC(=O)N([C@@H](C)CO)C[C@H]2C)cc1,15,-1.3,-58,54
CCS(=O)(=O)N1CC(=O)N2[C@H](CO)[C@@H](c3ccc(C#Cc4cccc(F)c4)cc3)[C@H]2C1,-13,-2.6,-55,/
C[C@H]1CN([C@@H](C)CO)S(=O)(=O)c2ccc(C3=CCCCC3)cc2O[C@H]1CN(C)Cc1cccnc1,2,0.1,-48,/
C[C@@H]1CN([C@H](C)CO)C(=O)c2cc(NC(=O)C3CCCCC3)ccc2O[C@@H](C)CCCCO[C@H]1CN(C)C(=O)Nc1ccccc1,4,1.3,-14,36
C[C@H]1CN([C@@H](C)CO)C(=O)c2cc(-c3cncnc3)cnc2O[C@@H]1CN(C)C(=O)Nc1ccc2c(c1)OCO2,-5,2.8,30&49,53&-11
CN1[C@H](C(=O)NCc2ccc(F)cc2)[C@@H](CO)[C@@H]2Cn3c(ccc(-c4ccccc4F)c3=O)[C@@H]21,-1,2.5,-4,-13
COc1ccc2c3c([nH]c2c1)[C@H](CO)N(Cc1cccc(F)c1)CC31CN(C(C)=O)C1,-3,-0.1,-78,/
COc1ccc2c3c(n(C)c2c1)[C@@H](CO)N(C(=O)CC1CC1)CC31CN(Cc2nccs2)C1,-5,-0.2,-19,/
CO[C@@H]1CN(C)C(=O)c2ccc(NS(=O)(=O)c3ccccc3)cc2OC[C@H](C)N(C)C[C@@H]1C,-2,0.8,22,-56
O=C(Nc1cc(F)ccc1F)N[C@@H]1CC[C@@H](CCn2cc(C3CCCC3)nn2)O[C@@H]1CO,-15,-1.1,-58,/
C[C@H](CO)N1C[C@H](C)[C@H](CN(C)C(=O)C2CCCCC2)OCCCC[C@H](C)Oc2ccc(NC(=O)C3CCCCC3)cc2C1=O,-8,-0.2,19,-16
C[C@@H]1CN([C@H](C)CO)C(=O)c2cc(NS(=O)(=O)c3cn(C)cn3)ccc2O[C@H]1CN(C)CC1CC1,1,-0.2,-7,9
C[C@@H]1CN([C@@H](C)CO)C(=O)Cc2cc(NC(=O)CCCN(C)C)ccc2O[C@H]1CN(C)S(=O)(=O)c1cccs1,-5,1.2,-3,17
COc1ccc(C#Cc2ccc3c(c2)O[C@H](CN(C)C(=O)NC2CCCCC2)[C@@H](C)CN([C@H](C)CO)S3(=O)=O)cc1,2,-5.5,-50,?
CCCN(C)C[C@H]1OCCCC[C@H](C)Oc2ccc(NS(=O)(=O)c3ccc(C)cc3)cc2C(=O)N([C@@H](C)CO)C[C@H]1C,1,1.0,-65,42
Cc1noc(C)c1S(=O)(=O)Nc1ccc2c(c1)CC(=O)N([C@H](C)CO)C[C@H](C)[C@@H](CN(C)Cc1ccncc1)O2,1,-1.8,11,-46
C[C@H]1CN([C@@H](C)CO)C(=O)CCCn2cc(nn2)CO[C@H]1CN(C)C(=O)Oc1ccccc1,0,-0.4,9,7
C[C@@H]1CN([C@@H](C)CO)C(=O)Cc2cc(NC(=O)NC3CCCCC3)ccc2O[C@H]1CN(C)C(=O)NC1CCCCC1,-1,1.8,11,28
C[C@@H]1CN([C@@H](C)CO)C(=O)Cc2cc(N(C)C)ccc2O[C@H]1CN(C)C(=O)Nc1ccc(F)cc1,1,-0.3,10,/
C[C@@H]1CN([C@H](C)CO)C(=O)c2cc(NC(=O)CCCN(C)C)ccc2O[C@@H]1CN(C)S(=O)(=O)c1ccc(F)cc1,-3,-0.3,3,10
CCCN(C)C[C@@H]1Oc2cc(C#Cc3ccc(F)cc3)ccc2S(=O)(=O)N([C@@H](C)CO)C[C@H]1C,4,2.1,-17,94*
CCCN1C[C@H](C)[C@H](OC)CN(C)C(=O)c2cc(NS(=O)(=O)c3ccccc3)ccc2OC[C@@H]1C,/,-0.3,3,2
C[C@H]1CN([C@@H](C)CO)C(=O)Cc2cc(NS(=O)(=O)c3cccs3)ccc2O[C@H]1CN(C)Cc1ccc(-c2ccccc2)cc1,54,-1.8,-11,73
CC(C)NC(=O)Nc1cccc2c1O[C@H](CN(C)S(=O)(=O)c1ccccc1)[C@@H](C)CN([C@@H](C)CO)C2=O,0,1.4,8,36
CO[C@H]1CN(C)C(=O)c2cc(NS(=O)(=O)c3cn(C)cn3)ccc2OC[C@H](C)N(CC2CC2)C[C@@H]1C,/,-0.4,0,-198
Cc1ccc(S(=O)(=O)N[C@@H]2C=C[C@H](CC(=O)NCc3ccc(Cl)c(Cl)c3)O[C@@H]2CO)cc1,-9,0.8,-23,/

# Assay outcomes as filed in PubChem BioAssay.
